Screens: PubChem BioAssay, several laboratories
KKLEB tox: reduces viability of KKLEB cystic fibrosis airway cells; activity change (cytotoxicity), % at 5 µM; AID 602141; KKLEB CF airway cells viability, ATPlite luminescence, overnight; hits give low values; cells stimulated with P. aeruginosa culture filtrate; 360,000 tested, 0.36% active;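 active = corrected activity change at or below -50% at 5 µM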
TRAIL sens C8: sensitizes caspase-8 expressing cells to TRAIL; NB7+C8 cells + TRAIL, ATPlite viability luminescence; inhibition (viability loss, TRAIL sensitization), % at 10 µM; 360,000 tested, 1% active;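 active = compounds causing at least 50% loss of cell viability in the single-dose screen, relative to plate controls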
CF NFkB inh: blocks PAF-induced NF-kB reporter in cystic fibrosis cells; KKLEB NF-kB-GFP reporter, GFP fluorescence overnight; inhibition, % at 5 µM; 360,000 tested, 0.86% active; AID 588850;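 active = at least 50% inhibition at 5 µM, scaled per plate between neutral and stimulator controls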;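 note: PAF is a Pseudomonas aeruginosa culture filtrate used as stimulus; plate controls were PAF-stimulated DMSO wells for no effect and unstimulated DMSO wells for full effect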
COUP-TFII inh: inhibitors of human COUP-TFII (NR2F2). P24468. HEK293T NGFI-A luciferase reporter, luminescence. inhibition, % at 8.6 µM. 370,000 tested, 0.7% active. AID 686940;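 active = inhibition above a per-plate cutoff, mean inhibition of test wells between control levels plus 3 SD, cut at about 38% in these data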;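 note: cells cotransfected with COUP-TFII expression vector driving the NGFI-A reporter; 0% = median of COUP-TF2 test wells and 100% = reporter-only cells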
Target sequence (P24468 whole entry, looked up): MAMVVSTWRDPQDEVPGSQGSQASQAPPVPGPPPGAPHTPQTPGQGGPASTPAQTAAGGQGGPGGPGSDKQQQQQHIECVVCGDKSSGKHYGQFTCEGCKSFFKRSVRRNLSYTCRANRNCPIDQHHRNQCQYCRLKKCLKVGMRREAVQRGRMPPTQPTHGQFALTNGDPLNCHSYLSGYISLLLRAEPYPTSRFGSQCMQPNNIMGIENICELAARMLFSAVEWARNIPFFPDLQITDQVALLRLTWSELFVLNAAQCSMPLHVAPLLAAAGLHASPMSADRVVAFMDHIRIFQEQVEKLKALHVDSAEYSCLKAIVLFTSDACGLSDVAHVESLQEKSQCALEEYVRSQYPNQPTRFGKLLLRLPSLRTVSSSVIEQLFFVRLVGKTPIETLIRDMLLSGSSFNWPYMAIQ
NR5A2 inv ag: NR5A2 inverse agonism in reporter assay; O00482; AID 602396; inhibition, % at 3.6 µM; HEK293T StAR-luciferase reporter, LRH-1 transfected, 24 h; 360,000 tested, 0.13% active;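 active = inhibition above the mean inhibition of all tested compounds plus 3 SD, cut at about 73% in these data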;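 note: 0% = DMSO wells and 100% = reporter-only cells lacking LRH-1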
Target sequence (O00482 whole entry, looked up): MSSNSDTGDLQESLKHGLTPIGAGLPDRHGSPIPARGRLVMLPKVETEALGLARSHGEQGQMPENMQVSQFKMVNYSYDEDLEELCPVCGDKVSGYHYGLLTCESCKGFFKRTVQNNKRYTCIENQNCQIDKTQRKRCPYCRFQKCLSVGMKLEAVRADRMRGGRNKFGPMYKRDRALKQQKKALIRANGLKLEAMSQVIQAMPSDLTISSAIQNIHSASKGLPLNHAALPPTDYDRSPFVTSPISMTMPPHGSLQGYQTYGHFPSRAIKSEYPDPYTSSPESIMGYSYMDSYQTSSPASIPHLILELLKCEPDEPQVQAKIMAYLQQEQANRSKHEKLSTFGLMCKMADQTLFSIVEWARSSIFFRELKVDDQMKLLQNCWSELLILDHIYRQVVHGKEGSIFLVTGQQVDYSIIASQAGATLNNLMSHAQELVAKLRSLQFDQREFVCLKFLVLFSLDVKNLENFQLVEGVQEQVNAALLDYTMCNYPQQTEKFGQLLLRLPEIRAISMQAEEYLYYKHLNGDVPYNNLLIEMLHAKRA
LMP1 NFkB inh: inhibitors of Epstein-Barr LMP1-induced NF-kappaB reporter | LMP1-induced NF-kappaB luciferase reporter cells, luminescence | inhibition, % at 12.5 µM | 350,000 tested, 0.69% active; in the data active = inhibition above about 41%;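 note: 0% = neutral control wells and 100% = reference inhibitor control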
TWEAK Fn14 block: blocks TWEAK-Fn14 interaction in a reporter cell assay | inhibition, % at 10 µM | 360,000 tested, 2% active | TWEAK-stimulated Fn14 reporter cells, luciferase luminescence, 8 h | AID 1159606; in the data active = inhibition above about 50%
TROY signal inh: inhibitors of TROY-dependent NF-kB signaling. Q293 LMP1-TROYcd NF-kB luciferase reporter, 4 h. AID 1347056. 360,000 tested, 0.98% active. inhibition, % at 10 µM;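 active = compounds whose plate-normalised and pattern-corrected inhibition of the luciferase reporter signal at the single screening dose is 50% or more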
SRC2 inh: inhibits human steroid receptor coactivator 2; inhibition, % at 9 µM; AID 651957; Q15596; HEK293 GAL4-SRC2 luciferase reporter, luminescence; 370,000 tested, 0.17% active;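 active = inhibition above the mean inhibition of all tested compounds plus 3 SD, set per campaign, cut at about 52% in these data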;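 note: 0% = DMSO treated cells and 100% = cells given Gossypol at 36 µM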
SRC1 inh: inhibitors of human steroid receptor coactivator 1 (SRC1); Q15788; HEK293 GAL4-SRC1 luciferase reporter, luminescence; inhibition, % at 3.6 µM; 360,000 tested, 0.12% active;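 active = inhibition above the campaign mean plus 3 SD, with each screening campaign given its own cutoff, cut at about 60% in these data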;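 note: 0% = DMSO treated cells and 100% = gossypol at 36 µM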
SRC3 inh: inhibits human SRC3 coactivator; HEK293 GAL4-SRC3 luciferase reporter, luminescence; Q9Y6Q9; inhibition, % at 3.6 µM; AID 588352; 360,000 tested, 0.17% active;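 active = inhibition above a per-campaign cutoff, the mean of all compounds plus 3 SD, cut at about 60% in these data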;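 note: 0% = DMSO-treated cells and 100% = gossypol-treated cells at 36 µM; higher means less SRC3-driven luciferase light from the GAL4 reporter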
Starred values were filed as active, the others as inactive; nt = no result given; & = joins results of further samples.

1) COc1cc(NC(=O)CSc2c3c(nc4ccccc24)CCC3)cc(OC)c1OC
2) CC(C)(C)C(=O)Nc1ccc(-c2cnco2)cc1
3) O=C(CNC(=O)c1ccccc1Cl)N/N=C/C=C/c1ccccc1
4) COc1cc(NC(=O)c2ccccc2[N+](=O)[O-])ccc1NC(=O)C(C)C
5) O=C(NCC1CC1)C1Cc2c(-c3ccc4c(c3)OCO4)ccnc2O1 (stereo not drawn)
6) Cc1ccc([C@@H]2[C@@H]3C(=O)N(C)C(=O)[C@@H]3[C@]3(C)C(=O)N(CC4CC4)CC(=O)N23)o1
7) O=C(c1cccnc1)N1CCN(C(=O)c2ccco2)CC1
8) Cc1cc(C(=O)NCc2cc(C)n(C)n2)sc1-c1ccccc1
Compound	1	2	3	4	5	6	7	8
KKLEB tox	-8	-1	10	1	0	-2	6	19
TRAIL sens C8	0	18	-3	2	2	-14	5	15
CF NFkB inh	-2	9	-30	-2	1	-7	-2	4
COUP-TFII inh	1	-21	-8	6	9	3	6	16
NR5A2 inv ag	17	-42	-18	-8	0	15	0	3
LMP1 NFkB inh	-5	2	-2	4	nt	8	11	3
TWEAK Fn14 block	9	-23	-11	11	-1	14	2	22
TROY signal inh	-1	-19	-7	-12	0	4	-5	2
SRC2 inh	0	-52	5	2	6	-26	-38	-11
SRC1 inh	9	-20	-17	10	12	0	6	-15
SRC3 inh	0	-16	3	2	7	14	3	8

9) O=C(O)C(Cc1ccccc1)N1C(=O)c2cccc3cccc(c23)C1=O (stereo not drawn)
10) Cc1ccc(NC(=O)N2CCC(C(=O)Nc3ccc(C)cc3C)CC2)cc1
11) CC(=O)C1(C)CCC2C3C=C(C)C4=CC(=O)CCC4(C)C3CCC21C (stereo not drawn)
12) O=C(Nc1ccon1)Nc1cc(Cl)ccc1Cl
13) O=C1CC(NS(=O)(=O)c2ccccc2F)CN1c1ccc2c(c1)OCCO2 (stereo not drawn)
14) CN(CC1CCCN(CCc2ccc(Cl)cc2)C1)C(=O)c1ccco1 (stereo not drawn)
15) CCOC(=O)C1(Cc2ccccc2C)CCCN(C(=O)c2ccc(COC)o2)C1 (stereo not drawn)
16) O=C(c1cc(COc2cccc3cnccc23)on1)N1CCC(c2ccccc2Cl)C1 (stereo not drawn)
Compound	9	10	11	12	13	14	15	16
KKLEB tox	-8	-13	16	-11	12	-5	-16	-11
TRAIL sens C8	1	18	-2	-6	8	22	-12	20
CF NFkB inh	0	12	-1	-23	-6	5	11	28
COUP-TFII inh	17	-9	11	-2	11	22	-10	4
NR5A2 inv ag	20	4	6	-15	-1	19	-88	-3
LMP1 NFkB inh	6	-1	9	8	0	7	-14	6
TWEAK Fn14 block	10	-1	-30	-8	-4	-4	-27	48
TROY signal inh	10	1	17	-3	2	-8	-74	54*
SRC2 inh	10	9	19	2	-10	-10	-30	-39
SRC1 inh	-7	-13	-13	-1	-9	-13	-57	9
SRC3 inh	5	-19	12	-40	2	15	-36	-1

17) O=C(CN1C(=O)CCC1=O)Nc1ccc2c3c(cccc13)CC2
18) CN(Cc1cccc(Cl)c1Cl)C(=O)c1cc(S(=O)(=O)N2CCOCC2)ccc1F
19) CCN(C(=O)CN1CCCc2cc(C)ccc21)c1c(N)n(Cc2ccccc2)c(=O)[nH]c1=O
20) COc1ccc(-c2c(-c3cc(OC)cc(OC)c3)n(C)c3ccc(-c4cnc(N)nc4)cc23)cc1
21) Cc1ccc(C)c(-n2c(Cc3cc(=O)[nH]c(=O)[nH]3)nnc2SCC(=O)NCc2ccco2)c1
22) COc1cc(OC)cc(C(=O)Nc2cccc3cccnc23)c1
23) CCOC(=O)C1=C(C)N=c2s/c(=C\c3ccc(OCC(=O)O)cc3)c(=O)n2C1c1ccc(OC(C)C)cc1 (stereo not drawn)
24) CC(C)Cn1c(SCC(=O)NC2CC2)nc2ccccc21
Compound	17	18	19	20	21	22	23	24
KKLEB tox	-4	-2	13	-5	-3	0	0	1
TRAIL sens C8	-5	12	4	0	14	-5	-2	-9
CF NFkB inh	4	22	-3	9	2	-22	8	-8
COUP-TFII inh	-2	-9	20	2	-7	-12	-11	-11
NR5A2 inv ag	0	16	7	3	3	6	-7	12
LMP1 NFkB inh	0	-3	3	9	-13	5	-12	-8
TWEAK Fn14 block	3	-2	20	-90	7	-29	12	2
TROY signal inh	-2	1	7	-5	4	-6	-4	-2
SRC2 inh	-4	-36	8	-17	7	-13	5	3
SRC1 inh	-1	-1	11	0	8	6	1	-33
SRC3 inh	-4	-1	3	7	2	-9	-5	2

25) COc1ccc(-c2cc(C(=O)N3CCOCC3)no2)cc1
26) COc1cccc(NC(=O)C2CCC(CNS(=O)(=O)c3ccc4c(c3)CC(C)N4C(C)=O)CC2)c1 (stereo not drawn)
27) COc1cc(NC(=S)N2CCN(Cc3ccccc3)CC2)cc(OC)c1
28) CCc1cc(C=C(Cl)Cl)oc(=O)c1C
29) CC(=O)CC(=O)Nc1ccn(-c2ccccc2)n1
30) O=C(c1ccc(S(=O)(=O)N2CCCCC2)cc1)N1CCN(c2ccccc2F)CC1
31) CCCSc1ccc([C@H]2N[C@@](C)(C(=O)OC)[C@H]3C(=O)N(C)C(=O)[C@@H]23)cc1
32) CC1CCN(C(=O)C(=O)c2cn(CC(=O)N3CCCC3)c3ccccc23)CC1
Compound	25	26	27	28	29	30	31	32
KKLEB tox	4	-18	1	-3	-1	1	-11	6
TRAIL sens C8	51*	1	-4	9	-8	4	1	-21
CF NFkB inh	4	-15	7	16	2	4	10	11
COUP-TFII inh	-32	-22	-6	nt	-22	1	7	-7
NR5A2 inv ag	-87	-1	-8	8	-10	18	0	-19
LMP1 NFkB inh	29	-1	-2	11	-6	-4	-4	0
TWEAK Fn14 block	65*	17	-10	9	1	5	15	14
TROY signal inh	41	6	4	-29	-7	-10	2	-11
SRC2 inh	-14	-18	9	nt	-26	0	-2	3
SRC1 inh	-100	-17	-6	-18	-3	7	8	11
SRC3 inh	-56	28	3	3	-5	3	7	0

An excerpt from above in order of formula weight, rising:
27) COc1cc(NC(=S)N2CCN(Cc3ccccc3)CC2)cc(OC)c1
31) CCCSc1ccc([C@H]2N[C@@](C)(C(=O)OC)[C@H]3C(=O)N(C)C(=O)[C@@H]23)cc1
32) CC1CCN(C(=O)C(=O)c2cn(CC(=O)N3CCCC3)c3ccccc23)CC1
30) O=C(c1ccc(S(=O)(=O)N2CCCCC2)cc1)N1CCN(c2ccccc2F)CC1
Compound	27	31	32	30
KKLEB tox	1	-11	6	1
TRAIL sens C8	-4	1	-21	4
CF NFkB inh	7	10	11	4
COUP-TFII inh	-6	7	-7	1
NR5A2 inv ag	-8	0	-19	18
LMP1 NFkB inh	-2	-4	0	-4
TWEAK Fn14 block	-10	15	14	5
TROY signal inh	4	2	-11	-10
SRC2 inh	9	-2	3	0
SRC1 inh	-6	8	11	7
SRC3 inh	3	7	0	3

An excerpt from above in order of their number in SRC2 inh, smallest number first:
| # | molecule | SRC2 inh |
| --- | --- | --- |
| 15 | CCOC(=O)C1(Cc2ccccc2C)CCCN(C(=O)c2ccc(COC)o2)C1 (stereo not drawn) | -30 |
| 4 | COc1cc(NC(=O)c2ccccc2[N+](=O)[O-])ccc1NC(=O)C(C)C | 2 |
| 3 | O=C(CNC(=O)c1ccccc1Cl)N/N=C/C=C/c1ccccc1 | 5 |

(listing goes on)
33) COc1cc(C(=O)OCC(=O)N(CC(C)C)C2CCS(=O)(=O)C2)cc(OC)c1C (stereo not drawn)
34) CN(Cc1ccccc1Cl)C(=O)CCNC(=O)c1ccco1
35) COc1ccc(S(=O)(=O)NCC(=O)N(CC(=O)NCC2CCCO2)Cc2ccc(F)cc2)cc1 (stereo not drawn)
36) COc1cc(C(=O)Oc2cccc(C)c2)cc(OC)c1OC
37) Cc1ccc(NS(=O)(=O)c2cc3c4c(cccc4c2)C(=O)NC3=O)cc1C
38) COc1ccc(C2Nc3ccccc3C(=O)N2O)cc1CN1CCOCC1 (stereo not drawn)
39) O=C(O)CN1C(=O)CSc2ccccc21
40) CCN(C1CCCCC1)S(=O)(=O)c1ccc(S(=O)(=O)N(CC(=O)Nc2ccccc2)C2CC2)cc1
Compound	33	34	35	36	37	38	39	40
KKLEB tox	11	2	-4	-6	-2	-2	3	-1
TRAIL sens C8	22	-14	19	-6	41	1	-9	-5
CF NFkB inh	-4	6	1	2	1	0	2	0
COUP-TFII inh	-7	2	8	6	17	5	-4	9
NR5A2 inv ag	-7	-7	11	-4	9	0	-3	-11
LMP1 NFkB inh	-4	0	-4	-7	11	-15	-5	8
TWEAK Fn14 block	9	18	20	-8	-3	7	3	0
TROY signal inh	-13	-12	-2	5	25	-5	6	-26
SRC2 inh	-2	7	12	6	-3	-19	-11	-14
SRC1 inh	4	-24	-20	1	-71	-16	-12	-11
SRC3 inh	-1	-9	13	24	18	20	14	7

Two entries picked at random from the list so far, as already listed:
9) O=C(O)C(Cc1ccccc1)N1C(=O)c2cccc3cccc(c23)C1=O (stereo not drawn)
3) O=C(CNC(=O)c1ccccc1Cl)N/N=C/C=C/c1ccccc1
Compound	9	3
KKLEB tox	-8	10
TRAIL sens C8	1	-3
CF NFkB inh	0	-30
COUP-TFII inh	17	-8
NR5A2 inv ag	20	-18
LMP1 NFkB inh	6	-2
TWEAK Fn14 block	10	-11
TROY signal inh	10	-7
SRC2 inh	10	5
SRC1 inh	-7	-17
SRC3 inh	5	3

(listing goes on)
41) COc1c(Br)cc(/C=N/n2c(-c3ccccc3)n[nH]c2=S)c(O)c1Br
42) O=C(CN1CCN(S(=O)(=O)c2cccs2)CC1)N1CCCCC1
43) CCn1c(CNC(=O)C2CCCCC2)cc2cc(C)ccc21
44) C=Cn1ccnc1P(=S)(c1ccc2c(c1)c1ccccc1n2CC)c1nccn1C=C
45) Cc1ccc(C)c(OCCC(=O)NNC(=O)Cn2nc(C)cc2C)c1
46) Cc1cc(C)n(-c2ccc(C(=O)NC3CCCCC3)cc2)n1
47) CC1(C)Cc2cccc(OCC(=O)Nc3nccs3)c2O1
48) C/C(=N\NC(=O)c1cc(O)ccc1O)c1cccc(NC(=O)c2cccc(Cl)c2)c1
49) CN(Cc1ccccc1)C(=O)C1CCCN(Cc2cccc(Cl)c2)C1 (stereo not drawn)
50) c1ccc(OCCSc2nc3ccccc3[nH]2)cc1
51) COc1cc(/C=N/Nc2nc(=O)[nH]nc2C)cc(OC)c1O
Compound	41	42	43	44	45	46	47	48	49	50	51
KKLEB tox	16	-1	-6	-6	12	3	13	3	-11&-4	-2	5
TRAIL sens C8	-14	0	5	27	-10	20	-12	9	-6&0	-18	1
CF NFkB inh	-1	7	2	12	-18	-1	-16	1	20&5	4	14
COUP-TFII inh	4	3	12	0	-4	14	17	-39	14&14	-20	-18
NR5A2 inv ag	16	7	21	-1	-15	-4	3	-22	-13&-7	-62	-1
LMP1 NFkB inh	1	-3	3	13	8	-2	3	3	-3	-6	-1
TWEAK Fn14 block	-17	0	54*	25	21	-18	4	-18	-3&3	-29	-14
TROY signal inh	6	-5	14	4	1	-26	-3	-71	11&2	-56	-36
SRC2 inh	16	5	-7	2	-13	-46	10	-57	13&-22	-15	-24
SRC1 inh	-3	-16	2	-2	1	2	-4	-13	-8&-23	-39	-43
SRC3 inh	3	-5	-6	18	0	-11	15	-24	-14&5	-4	-28
